# Assay outcomes: PubChem BioAssay, several laboratories
# E coli Lon inh = inhibitors of E. coli Lon protease, primary screen, biochemical, fluorescence polarization; inhibition, % at 7.94 µM; 0.42% of 360,000 active; P0A9M0; purified E. coli Lon protease; in the data active = inhibition above about 13%, passing the limit was not always enough;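 note: 0% = enzyme with probe and DMSO and 100% = no enzyme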
# Target sequence (P0A9M0 whole entry, looked up): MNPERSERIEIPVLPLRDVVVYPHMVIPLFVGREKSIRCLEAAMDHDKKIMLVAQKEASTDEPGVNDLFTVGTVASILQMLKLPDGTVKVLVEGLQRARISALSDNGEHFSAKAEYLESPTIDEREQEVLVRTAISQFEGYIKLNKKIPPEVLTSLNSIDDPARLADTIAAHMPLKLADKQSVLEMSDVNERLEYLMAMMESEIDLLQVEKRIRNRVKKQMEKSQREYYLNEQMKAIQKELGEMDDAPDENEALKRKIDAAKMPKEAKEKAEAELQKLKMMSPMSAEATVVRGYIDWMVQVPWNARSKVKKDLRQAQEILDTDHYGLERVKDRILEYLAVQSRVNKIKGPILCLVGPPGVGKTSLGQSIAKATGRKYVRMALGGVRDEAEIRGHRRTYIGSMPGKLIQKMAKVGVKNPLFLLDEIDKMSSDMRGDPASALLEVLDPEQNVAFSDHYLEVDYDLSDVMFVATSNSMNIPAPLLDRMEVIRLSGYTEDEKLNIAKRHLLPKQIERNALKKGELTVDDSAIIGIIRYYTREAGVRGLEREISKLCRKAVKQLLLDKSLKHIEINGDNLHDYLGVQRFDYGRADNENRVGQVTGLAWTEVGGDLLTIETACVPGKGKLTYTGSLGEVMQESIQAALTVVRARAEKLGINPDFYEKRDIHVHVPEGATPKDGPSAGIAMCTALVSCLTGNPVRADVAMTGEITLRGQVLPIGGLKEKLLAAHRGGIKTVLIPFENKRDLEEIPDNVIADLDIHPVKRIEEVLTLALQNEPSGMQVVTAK
# CSN inh = inhibitors of CSN-mediated cullin deneddylation, primary screen, biochemical, fluorescence polarization, uHTS. COP9 signalosome complex subunit 5 (Homo sapiens), Q92905. Purified CSN, SCF-Nedd8-OG deneddylation. inhibition, % at 12.5 µM. 0.38% of 360,000 active;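 active = pattern-corrected inhibition above about 35%, with an unprinted fluorescence ratio check between 0.5 and 1.5, limit read from the data, passing the limit was not always enough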;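 note: 0% = enzyme with substrate and 100% = substrate without enzyme; some results filed as inactive read as strong as hits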
#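 assay system = purified human Csn5 enzyme expressed in HEK293T cells | amount = 0.24 nM enzyme | buffer or medium = Tris/NaCl/DTT buffer, pH 7.5 | reagent = 10 nM SCFSkp2-Nedd8OG | compound = one concentration, 12.5 µM, 0.25% DMSO | times = 90 min reaction at room temperature | signal = FP | read-out basis = % inhibition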
# MT1-MMP act inh = blockers of MT1-MMP proenzyme processing, primary screen, HT1080 RFP-PRO-GFP cells, GFP/RFP fluorescence | 0.061% of 360,000 active | Matrix metalloproteinase-14 (Homo sapiens), P50281 | GFP/RFP ratio fluorescence, overnight; percent of plate control window, DMSO zero | GFP/RFP ratio change, % at 20 µM | AID 651647, 2012;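 active = GFP/RFP ratio change of at least 30% with cell ATP level not reduced by more than half and red fluorescence within 50% of control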; note: strong numbers were not always called active
#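 Assay system: HT1080 RFP-PRO-GFP cells. Benchmarks: DMSO vehicle wells and RFP-L50D-GFP reporter cell wells. Times: overnight cell settling, then overnight compound exposure, 37 °C, 5% CO2. Compound: 20 µM single dose, 1% DMSO. Read-out basis: GFP/RFP fluorescence ratio.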
# Rpn11 inh = Rpn11 (PSMD14) deubiquitinase inhibitors, primary screen, biochemical, fluorescence polarization, uHTS | 26S proteasome non-ATPase regulatory subunit 14 (Homo sapiens), O00487 | human 26S proteasome, Ub4-pepOG fluorescence polarization; 20S core pre-blocked with epoxomicin | calls only at 20 µM | 0.59% of 360,000 active;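 active = inhibition at 20 µM, scaled to each plate's controls, above about 33%, limit read from the data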
# Target sequence (O00487 whole entry, looked up): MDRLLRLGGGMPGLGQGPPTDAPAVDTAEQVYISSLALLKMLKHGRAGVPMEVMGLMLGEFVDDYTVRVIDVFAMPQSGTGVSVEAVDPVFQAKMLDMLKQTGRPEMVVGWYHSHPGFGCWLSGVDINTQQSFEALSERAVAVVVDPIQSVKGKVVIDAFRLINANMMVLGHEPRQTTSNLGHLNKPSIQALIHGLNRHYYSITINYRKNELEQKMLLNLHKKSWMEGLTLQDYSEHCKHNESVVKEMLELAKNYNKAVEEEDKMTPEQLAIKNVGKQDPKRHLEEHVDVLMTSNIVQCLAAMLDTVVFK
# FAS-TE inh = FAS thioesterase domain inhibitors, primary screen, biochemical, fluorescence intensity, uHTS | Fatty acid synthase (Homo sapiens), P49327 | recombinant FAS-TE, OMFH fluorogenic substrate, fluorescence endpoint | inhibition, % at 15 µM | 0.67% of 360,000 active | AID 602261, 2012;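 active = compounds whose normalised, plate-corrected inhibition of enzyme fluorescence in the single-dose primary screen is 50% or more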;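 note: 0% = DMSO with enzyme and 100% = substrate without enzyme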
# bovine MsrA act = bovine MsrA enzyme activators, primary screen, biochemical, absorbance, HTS; 0.3% of 360,000 active; activation, % at 10.6 µM; purified bovine MsrA, absorbance read-out; Methionine sulfoxide reductase A (Bos taurus); in the data active = activation above about 7.5%;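 note: 0% = vehicle and 100% = reference activator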
# Rin1-Abl PPI inh = inhibitors of Rin1-Abl protein binding, primary screen, biochemical, TR-FRET; inhibition, % at 7.35 µM; 0.4% of 360,000 active; in the data active = inhibition above about 5%, passing the limit was not always enough
# MsrA inhibitor = bovine MsrA enzyme inhibitors, primary screen, biochemical, absorbance, HTS; Methionine sulfoxide reductase A (Bos taurus); 0.75% of 360,000 active; inhibition, % at 15.5 µM; purified bovine MsrA, absorbance read-out; AID 651718, 2012; in the data active = inhibition above about 4.5%;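 note: 0% = vehicle wells with enzyme and 100% = reference inhibitor wells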
# MLLE-PAM2 inh = inhibitors of PABP1 MLLE–PAM2 peptide binding, primary screen, biochemical, fluorescence polarization, FITC-PAM2, GST-MLLE | inhibition, % at 20 µM | 0.36% of 360,000 active | AID 588489, 2011; in the data active = inhibition above about 35%, passing the limit was not always enough;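 note: plate controls were DMSO wells with GST-MLLE for no effect and wells lacking GST-MLLE protein for full effect; some results filed as inactive read as strong as hits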
# * hit, by the source's call; i = inactive; . = not tested or not shown; + = active, no number.
SMILES,E coli Lon inh,CSN inh,MT1-MMP act inh,Rpn11 inh,FAS-TE inh,bovine MsrA act,Rin1-Abl PPI inh,MsrA inhibitor,MLLE-PAM2 inh
CN(CC(=O)Nc1ccccc1C(=O)N1CCCC1)S(=O)(=O)c1ccc(Br)cc1,4,2,-4,i,-7,0,0,-1.1,-6
Cc1ccccc1NC(=O)COc1coc(CN2CCCc3ccccc32)cc1=O,-25,-2,-14,i,1,0,1,0.9,6
CN1CCN(CCCNC(=O)c2ccc(/C=C3\Oc4ccccc4N(Cc4ccccc4F)C3=O)cc2)CC1,-9,1,4,i,-2,-1,-1,-0.5,-4
CCOC(=O)c1ccc(NC(=O)CSc2nnc(CNC(=O)c3ccco3)o2)cc1,-7,3,-1,i,-4,-1,5,-1.3,7
Cn1c(-c2cccc([N+](=O)[O-])c2)cnc1NCc1cccc([N+](=O)[O-])c1,4,-4,5,i,55*,-3,3,-0.8,-12
Cc1ccc(-n2nc3c(=O)n(CCCC(=O)N4CCC(C)CC4)nc(C)c3c2C)cc1,-4,-3,7,i,-7,-1,-2,1.4,-4
O=C(Nc1ccccc1C(F)(F)F)c1cc(-c2ccc(O)cc2)on1,-10,6,2,i,15,-2,-3,-0.1,2
COc1cccc(-c2c(C#N)c(N)nc3c2c(C)nn3-c2ccccc2)c1O,-9,1,2,i,10,-7,-1,1.9,-3
COCCCNC(=O)C1CCCN(S(C)(=O)=O)C1 (stereo not given),9,1,1,i,-10,-6,-1,1.7,11
Nn1c(Cc2cccc3ccccc23)nnc1SC1CCOC1=O (stereo not given),3,3,2,i,-3,4,0,-0.6,-95
CCCNC(=O)c1cc(C2CCCN(S(=O)(=O)c3cccs3)C2)on1 (stereo not given),-4,2,4,i,7,0,-1,-0.9,-10
CN1CCN(C(=O)CCn2c(=S)[nH]c3ccccc3c2=O)CC1,-11,4,-1,i,-6,-4,-2,1.7,-23
Cc1ccccc1NC(=O)C1CCCN1/C=C/C(=O)C(F)(F)F (stereo not given),-6,-1,0,i,-8,-5,-4,3.4,18
CCCc1nc2c3ccccc3ccn2c1Cc1ccccc1,-10,-3,-1,i,12,-9,6,1.0,-10
Cc1noc(/C=C/c2ccco2)c1S(=O)(=O)N1CCC(C(=O)NC(C)c2ccccc2)CC1 (stereo not given),-16,5,-7,+,15,-7,-16,2.6,-28
O=C(Nc1ccc(Cl)cn1)c1ccc(Oc2ccccc2)cc1,3,0,3,i,20,-3,-1,-1.1,4
O=c1[nH]c(-c2ccccc2)nc2sc(-c3ccccc3)cc12,0,-6,3,i,-2,-4,2,0.7,-54
O=C(CCS(=O)(=O)c1cc(Br)cc2c1N(C(=O)C1CC1)CC2)NCc1ccco1,1,5,5,i,0,-1,0,0.8,5
Cc1cc(N2CCCC2=O)cc(C)c1S(=O)(=O)NCCOc1ccc(C(C)(C)C)cc1,-7,-2,-4,i,7,-6,0,0.1,9
O=C(CSc1ccc(-c2ccccn2)nn1)N1CCc2ccccc21,-1,5,5,i,5,1,-2,-0.3,-3
CCOc1ccccc1NC(=O)CSc1nccn1-c1ccccc1,0,-1,3,i,-2,-1,0,-0.6,1
Cc1nc(C)c(/C(O)=C\c2nc3ccc([N+](=O)[O-])cc3oc2=O)o1,0,-2,10,i,3,-4,-4,2.4,-3
Cc1ccc(CNC(=O)c2ccc3c(=O)c(O)c(-c4ccc(C)cc4)[nH]c3c2)cc1,0,1,-14,i,-15,-2,0,-0.1,-2
CCn1c(/N=C/c2ccccc2O)nc2ccccc21,7,1,-3,i,-1,-6,-2,-1.3,-3
NC(=O)C1CCCN(C(=O)c2ccc(Cl)cc2)C1 (stereo not given),-3,1,7,i,-9,-7,-2,0.3,-4
Cc1cc2ccccn2c1C(=O)c1ccc(Cl)cc1,-3,-7,-6,i,15,-3,-1,-0.8,3
Cc1c(C(=O)NC(C)c2ccc(-n3ccnc3)cc2)cccc1[N+](=O)[O-] (stereo not given),-3,0,4,i,2,-2,1,0.7,6
CCOC(=O)C1=C(c2ccccc2)N=c2s/c(=C\c3cc(OC)c(OC)c(OC)c3)c(=O)n2C1c1cccs1 (stereo not given),-8,-1,-4,i,22,-11,-3,-0.1,-7
Cc1cccc2c3nc4ccccc4nc3n(C)c12,-4,1,-5,i,7,-3,1,0.6,6
Cc1cc2nc(/C(C#N)=C\c3ccc(-c4ccccc4C(=O)O)o3)[nH]c2cc1C,-149,118,-115,.,-20,-3,-1,-0.2,124

# 5 entries drawn at random from those above:
SMILES,E coli Lon inh,CSN inh,MT1-MMP act inh,Rpn11 inh,FAS-TE inh,bovine MsrA act,Rin1-Abl PPI inh,MsrA inhibitor,MLLE-PAM2 inh
Cn1c(-c2cccc([N+](=O)[O-])c2)cnc1NCc1cccc([N+](=O)[O-])c1,4,-4,5,i,55*,-3,3,-0.8,-12
CN1CCN(CCCNC(=O)c2ccc(/C=C3\Oc4ccccc4N(Cc4ccccc4F)C3=O)cc2)CC1,-9,1,4,i,-2,-1,-1,-0.5,-4
CCOC(=O)c1ccc(NC(=O)CSc2nnc(CNC(=O)c3ccco3)o2)cc1,-7,3,-1,i,-4,-1,5,-1.3,7
CCOc1ccccc1NC(=O)CSc1nccn1-c1ccccc1,0,-1,3,i,-2,-1,0,-0.6,1
CN(CC(=O)Nc1ccccc1C(=O)N1CCCC1)S(=O)(=O)c1ccc(Br)cc1,4,2,-4,i,-7,0,0,-1.1,-6

# Next section.
SMILES,E coli Lon inh,CSN inh,MT1-MMP act inh,Rpn11 inh,FAS-TE inh,bovine MsrA act,Rin1-Abl PPI inh,MsrA inhibitor,MLLE-PAM2 inh
CC1CCCN(C(=O)CN2C(=O)c3ccccc3S2(=O)=O)C1 (stereo not given),-7,28,0,i,-16,-3,2,0.0,2
CCSc1nc2cc(S(=O)(=O)N3CCOCC3)ccc2o1,8,-3,-2,i,-4,-2,3,1.4,28
Clc1ccc(OCCSCc2nc3ccccc3[nH]2)cc1,-31,11,-5,+,-2,1,-3,0.0,-28
CCOc1ccc(NC(=O)CSc2ccc3nnc(-c4cccnc4)n3n2)cc1,5,2,0,i,-1,-4,-7,-0.3,7
O=C(NCc1ccccn1)c1cnc2sccn2c1=O,-7,-5,2,i,-7,-6,3,4.1,5
Cc1cc(Cl)c2oc(C(=O)N(C)C(C)c3ccccn3)c(C)c2c1 (stereo not given),-4,-2,1,i,-20,-3,0,-0.6,-1
Cc1cc(OCC(=O)NCCCN(C)C)cc(C)c1Br,5,-3,0,i,-5,-1,0,0.2,2
OC(COc1ccc(Br)cc1)Cn1ccnc1 (stereo not given),4,10,1,i,-7,0,-2,0.6,6
COc1ccc(C(=O)N(C)C2CCCCC2)cc1OC1CCN(C(C)C)CC1,-5,-2,0,i,-4,-3,1,-1.1,6
Cc1ccc(CSc2ccc(C(=O)N3CCOCC3)cc2[N+](=O)[O-])cc1,2,1,3,i,-17,-3,3,0.1,8
NC(=O)CSC1=Nc2ccccc2C2=NC(c3ccccc3)C(=O)N12 (stereo not given),-10,-6,0,i,-13,-13,-2,0.9,11
Cc1cccc(C)c1NC(=O)CN1CCN(c2ccc(F)cc2)CC1,4,-1,3,i,-10,-1,2,0.5,-8
Cc1cccc(CC(=O)NCCN2CCCCC2)c1,5,-2,-1,i,-3,-6,1,-0.3,6
CCCC(=O)Nc1sc(C)c(-c2ccc(C(C)CC)cc2)c1C#N (stereo not given),-4,6,8,i,-4,4,-2,.,2
COC(=O)[C@@]1(Cc2ccc(F)cc2)[C@H]2c3cc(C(=O)N(C)C)n(Cc4ccsc4Br)c3C[C@H]2CN1C(=O)c1ccccc1,-1,-3,-11,.,26,3,.,0.2,.
O=C(NCc1ccncc1)[C@@H]1CCCN1C(=O)[C@H]1CCCN1C(=O)c1ccccc1,-5,-6,3,.,-4,-5,.,2.0,.
COc1ccc(-n2c(=O)c3c4c(sc3n3c(=S)[nH]nc23)CCCC4)cc1,2,5,-3,i,0,-11,-5,0.5,-104
Cc1ccc(S(=O)(=O)Nc2ccccc2F)cc1C(=O)NNC(=O)c1ccccc1O,6,-4,-2,i,-2,-3,-3,1.1,3
CCOc1cc(C(=O)N2CCC(CC3CC(c4ccccc4)=NO3)(C(=O)NCc3ccc(OC)cc3)CC2)cc(OCC)c1OCC (stereo not given),-12,0,6,i,12,-1,4,0.1,-21
COc1cccc(-c2sc3ccc(OC)cc3c2-c2ccc(OCCN3CCCCC3)cc2)c1,-5,-2,-2,i,16,-2,1,.,18
O=C1CC(c2ccc3ccccc3c2)NN1 (stereo not given),3,-5,4,i,-11,-1,-4,-0.9,-6
O=C1CN(S(=O)(=O)c2cccc(Cl)c2Cl)c2ccccc2N1,-3,3,-4,i,-2,-1,-3,0.3,-6
CCOC(=O)c1cccc(Nc2nc(C)cc(C)n2)c1,-4,-2,-4,i,5,0,-1,-0.2,4
Cc1ccc(SC(CC(=O)c2ccc(C(C)(C)C)cc2)C(=O)O)cc1 (stereo not given),0,0,2,i,7,-9,6,-1.0,29
CN(C)S(=O)(=O)c1ccc(C(=O)NCC(=O)Nc2ccc(F)c(F)c2)cc1,-9,-5,-3,i,2,-3,1,-0.5,-1
CCOCC(=O)Nc1c(C(=O)Nc2ccc3c(c2)OCCO3)oc2ccccc12,-6,-2,4,i,19,-9,-5,2.0,-4
CCCC1N2CC3([N+](=O)[O-])CN1CC([N+](=O)[O-])(C2)C3(C)C (stereo not given),8,-10,-6,i,-5,-12,-1,-0.7,3
CCOC(=O)C1(C)C=C(Nc2ccccc2)C(=O)N1c1ccccc1 (stereo not given),-13,-13,-5,i,20,-2,3,1.7,8
O=C(CN1C(=O)COc2ccccc21)N(Cc1cccnc1)Cc1cccc(F)c1,5,4,0,i,-4,-9,2,-0.3,-2
CSc1ccc(CN(C)C(C)C(=O)NCc2ccccc2)cc1 (stereo not given),3,-2,-3,i,7,-4,1,0.1,-3
O=C(NCCS(=O)(=O)NCc1ccccc1)c1ccc2c(c1)OCO2,0,-5,0,i,-4,-3,1,-0.4,-8
Cn1c(SCc2ccccn2)nnc1-c1ccncc1,-2,0,-5,i,-8,-1,0,-0.1,19
COc1ccc(C)cc1NC(=O)CCN1CCN(C/C=C/c2ccccc2)CC1,3,6,-1,i,2,-2,2,-1.5,3
O=C(Nc1ccc2c(c1)OCO2)c1ccc([N+](=O)[O-])cc1[N+](=O)[O-],0,1,-1,i,1,2,0,-0.1,5
COc1ccc(CN2CCC(CO)(Cc3ccccc3C(F)(F)F)CC2)c(F)c1,20*,3,-2,i,8,2,3,-1.0,1
CC(NC(=O)CN(c1ccc(F)cc1)S(C)(=O)=O)c1ccccc1 (stereo not given),11,-4,-2,i,-3,-2,-1,-0.9,3
CCOC(=O)C1(Cc2cccc(OC)c2)CCCN(CCO)C1 (stereo not given),-7,4,-4,i,-3,-2,-1,-1.2,-5
